# TSG101-PTAP inh: blocks PTAP/TSG101 interaction to inhibit HIV-1 budding | 340,000 tested, under 10 active | Fluorescence polarization, FITC-PTAP peptide / Tsg101 binding | Potency, µM (doses to about 115 µM), inactives show top-dose activity change, negative = inhibition, actives largely listed as inhibitors | Q99816; active = well fitted inhibition curve with a large enough effect in the main read-out, with a control signal flat, not every such curve was filed as active; inconclusive = small, poorly fitted or top-dose-only effect, or effect the other way, or a change in a side signal; inactive = no such curve, though single readings can be large or run the other way; also: potency is read from the fitted curve at half-maximal effect; % of control where 0% means no effect
#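 Fluorescence anisotropy tracks displacement of a FITC-tagged PTAP peptide (50 nM) from the Tsg101 binding domain (10 uM), following a 20 min room-temperature incubation at pH 7.5.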
# Eya2 inh: Eya2 (human) phosphatase inhibition | O00167 | recombinant Eya2, OMFP fluorescence dephosphorylation (OMFP is methylfluorescein phosphate) | Potency, µM (titrated, usually from 76.9 µM), for inactives: at the top dose activity, negative = inhibition, hits mostly inhibitors | 330,000 tested, 0.006% active | AID 488837; also: potency is read from the fitted curve at half-maximal effect; % is scaled to controls: 0 for no effect and ±100 for the full control effect
# Target sequence (O00167 whole entry, looked up): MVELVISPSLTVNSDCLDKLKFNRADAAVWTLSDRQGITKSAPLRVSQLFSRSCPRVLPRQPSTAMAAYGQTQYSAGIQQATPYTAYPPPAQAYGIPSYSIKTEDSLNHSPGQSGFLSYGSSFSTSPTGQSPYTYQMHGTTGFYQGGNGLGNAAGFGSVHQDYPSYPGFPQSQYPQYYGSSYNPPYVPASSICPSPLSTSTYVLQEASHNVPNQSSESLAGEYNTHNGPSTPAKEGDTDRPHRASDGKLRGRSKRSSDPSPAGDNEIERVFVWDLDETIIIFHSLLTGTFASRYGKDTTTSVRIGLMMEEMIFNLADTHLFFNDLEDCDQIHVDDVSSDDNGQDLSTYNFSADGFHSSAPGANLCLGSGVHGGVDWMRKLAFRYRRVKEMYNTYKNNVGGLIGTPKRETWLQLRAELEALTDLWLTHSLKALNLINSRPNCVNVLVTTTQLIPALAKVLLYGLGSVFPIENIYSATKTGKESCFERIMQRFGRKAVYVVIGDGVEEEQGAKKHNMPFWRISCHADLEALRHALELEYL
#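 Eya2 protein (added as 0.2 uM solution) was preincubated with compound for 10 min at ambient temperature in 50 mM HEPES pH 7.5, 50 mM NaCl, 5 uM MgCl2, 0.05% BSA, 1 mM DTT. OMFP (added at 50 uM) then reacted 10 min; fluorescence read at 485/525 nm.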
# USP2a block: inhibitors of human ubiquitin-specific protease USP2a. Potency, µM (series often up to 38.3 µM), for inactives: top-dose activity change, negative = inhibition, hits mostly inhibitors. O75604. USP2 core, Ub-CHOP2 coupled fluorogenic reporter, 485/531. 330,000 tested, 0.01% active;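 also: potency is read from the fitted curve at half-maximal effect; plate controls were DMSO wells for no effect and full inhibition by NEM control for full effect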
#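 USP2 core (10nM final) preincubated 30min RT with compound in 20mM Tris-HCl pH 8.0, 2mM CaCl2, 2mM beta-mercaptoethanol, 0.05% CHAPS; 25nM Ub-CHOP2 plus 25nM reporter substrate added, fluorescence (Ex485/Em531) read after 60min.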
# uPA generation: inhibitors of cell surface uPA generation | 330,000 tested, 0.31% active | Potency, µM (top dose mostly 38.3 µM), without a hit: top-dose activity change, negative = inhibition, actives largely listed as inhibitors | cell surface uPA generation assay, qHTS; active = well fitted inhibition curve with a large enough effect; inconclusive = small, poorly fitted or top-dose-only effect; inactive = no such curve, though single readings can be large or run the other way; tested in mouse RAW 264.7 cells; also: potency is read from the fitted curve at half-maximal effect; % is scaled to controls: 0 for no effect and ±100 for the full control effect; nearly all actives have a fitted effect of over 55% in size
# ELG1 DNA repair: inhibitors of ELG1-dependent DNA repair in HEK293T cells. AID 504467. 330,000 tested, 2.3% active. HEK293T ELG1-luciferase reporter, luminescence, 16 h; DNA damage induced by 5-fluorouridine. Potency, µM (highest dose often 46.1 µM), without a hit: at the highest dose activity change, negative = inhibition, hits mostly inhibitors; also: potency is read from the fitted curve at half-maximal effect; % is scaled to controls: 0 for no effect and ±100 for the full control effect; nearly all actives have a fitted effect of over 55% in size
#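 Reporter activity after DNA damage by 5-fluorouridine is monitored. Compound-treated cells incubate 16 hr at 37 °C, then ONE-Glo is added for 30 min before luminescence reading.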
# BCR signal inh: blocks chronic active B-cell receptor signaling | Potency, µM (top dose mostly 46.1 µM), for the others: at the top dose ratio change, negative = lower green/red ratio, most hits filed as inhibitors | AID 493014 | ABC-DLBCL IkBa-CBG/CBR reporter, luminescence ratio, 4 h | 340,000 tested, 0.05% active; active = well fitted inhibition curve with a large enough effect in the signal ratio, with a control signal flat, not every such curve was filed as active; inconclusive = small, poorly fitted or top-dose-only effect, or effect the other way, or a change in a side signal; the % refers to the signal ratio;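 also: potency is read from the fitted curve at half-maximal effect; plate controls were basal doxycycline-induced cells for no effect and cells given 10 µM MG132 for full effect; MG132 reads +100%, hits lower the ratio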
#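 Compounds up to 46 uM were incubated four hours with TMD8 cells whose green CBG68 luciferase is fused to IkappaBalpha; red CBR luminescence normalised the signal, and concentration-effect curves were fitted to fusion, red and ratio data.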
# TCR activator: activates T cell receptor signaling. primary human leukocytes, anti-CD3, IL-2 HTRF, 48 h. Potency, µM (series often up to 9.22 µM), without a hit: at the highest dose activation of IL-2 secretion, hits mostly activators. 330,000 tested, under 10 active. AID 504894; also: % of control where 0% means no effect
#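 Human primary leukocytes + a-CD3 beads + cpd, 48 hr; IL-2 in supernatant by HTRF (ex 320nm / em 665nm). No co-stimulatory signal supplied.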
# B2AR arrestin: beta2AR (human) beta-arrestin recruitment activity; beta-arrestin recruitment to beta2AR, cell-based reporter; Potency, µM (top dose mostly 46.1 µM), for inactives: at the highest dose activation, usual class: activators; 330,000 tested, 0.02% active;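 also: potency is read from the fitted curve at half-maximal effect; 0% = DMSO controls and full agonism = EC100 isoproterenol or metaproterenol; nearly all actives have a fitted effect of over 65% in size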
# Target sequence (P07550 whole entry, looked up): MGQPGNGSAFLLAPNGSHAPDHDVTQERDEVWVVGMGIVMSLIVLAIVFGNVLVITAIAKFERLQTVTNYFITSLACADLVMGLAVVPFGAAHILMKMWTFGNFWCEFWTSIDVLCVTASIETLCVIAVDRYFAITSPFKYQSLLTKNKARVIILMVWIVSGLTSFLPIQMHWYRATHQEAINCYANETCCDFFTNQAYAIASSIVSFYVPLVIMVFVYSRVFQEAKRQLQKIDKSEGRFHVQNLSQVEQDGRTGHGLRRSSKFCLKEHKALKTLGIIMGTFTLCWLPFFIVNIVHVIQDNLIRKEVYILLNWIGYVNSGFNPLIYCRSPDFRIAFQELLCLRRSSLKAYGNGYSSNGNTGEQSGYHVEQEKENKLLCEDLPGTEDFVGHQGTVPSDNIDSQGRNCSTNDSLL
# TSHR antag: blocks TSH signaling through the human TSH receptor | P16473 | AID 504810 | TSHR-expressing cells, TSH-stimulated cAMP HTRF, 2 h; active compounds read low | 330,000 tested, 0.2% active | activity change, negative = inhibition, % at 11.5 µM;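 active = activity change below a set negative limit, meaning inhibition stronger than a set level, cut at about -70% in these data; inconclusive = activity change between two set negative limits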; also: % is scaled to controls: 0 for no effect and ±100 for the full control effect
#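 Read-out is FRET at 665 nm (cryptate excitation 337 nm) from a cryptate-tagged anti-cAMP antibody, competed by cell cAMP against cAMP-d2. Compounds are tested on freshly harvested TSHR cells challenged with 4nM TSH (EC80) for 2 hours at 37 deg C.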
# Tb PFK inh: T. brucei PFK enzyme inhibition; T. brucei PFK, ADP-Glo luminescence; Potency, µM (titrated, usually from 57.5 µM), inactives show at the highest dose activity, negative = inhibition, actives largely listed as inhibitors; 330,000 tested, 0.17% active;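 also: potency is read from the fitted curve at half-maximal effect; 0% = uninhibited 1x PFK enzyme wells and -100% = no-enzyme wells; nearly all actives have a fitted effect of over 60% in size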
#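 Activity is normalized to no-enzyme wells (full inhibition) and 1.25 nM enzyme wells (no inhibition). Reaction: 0.5 mM F6P, 0.1 mM ATP, 45 min RT, ADP-Glo luminescence; concentration-response curves fitted and classed by quality.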
# Mito fusion act: blocks mitochondrial division or promotes mitochondrial fusion; S. cerevisiae fusion-defective mutant growth rescue, CellTiterGlo 48 h; Potency, µM (titrated, usually from 46.1 µM), for inactives: top-dose growth rescue (activation), most hits filed as activators; 320,000 tested, 0.23% active; AID 485298;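 also: potency is read from the fitted curve at half-maximal effect; % of control where 0% means no effect; nearly all actives have a fitted effect of over 45% in size; temperature-sensitive fusion mutants such as fzo1-1 at 37 °C on non-fermentable ethanol glycerol medium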
#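 Yeast fusion mutant, YPEG (non-fermentable carbon), compound, 48 h at 37C non-permissive; CellTiterGlo added, 10 min RT, luminescence read. Rescued growth = division inhibition.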
# * = called active by the depositor; ? = inconclusive; · = not tested or not shown; & = joins results of further samples; [ ] = remark or other dose. Unless noted, calls follow the shape of the dose curve; as a rule, active = well fitted curve in the direction sought with a large enough effect; inconclusive = small, poorly fitted or top-dose-only effect, or another doubt; inactive = no such curve, though single readings can be large; an effect the other way counts as inactive or inconclusive.
# Second line of a record – TSG101-PTAP inh	Eya2 inh	USP2a block	uPA generation	ELG1 DNA repair	BCR signal inh	TCR activator	B2AR arrestin	TSHR antag	Tb PFK inh	Mito fusion act
- Cc1ccc(C2CC2c2n[nH]c(=S)n2-c2cccc(Cl)c2)cc1 (configuration not stated)
 : -5%	-10%	0%	3%	-1%	-4%	-6%[46.1 µM]	-1.0%	-9	-11%	5%
- O=C(Cn1c(=S)[nH]c2ccccc2c1=O)N1CCN(c2ccccc2)CC1
 : -2%	-6%	-1%	7%	7%	1%	0%	0.1%	-1	3%	-6%
- COc1ccc(S(=O)(=O)N2CCC(C(=O)N3CCCC3)CC2)cc1Cl
 : -1%	-2%	3%	-5%	10%	0%	0%	-0.4%	1	5%	-4%
- COC(=O)c1cc(C(=O)OC)cc(S(=O)(=O)Nc2ccc(Cl)c(N)c2)c1
 : -4%	6%	2%	-3%	-2%	6%	0%	-0.6%	16	0%	1%
- CC(C)NC(=O)N(C)C[C@H]1Oc2c(cccc2N(C)C)C(=O)N([C@H](C)CO)C[C@@H]1C
 : -2%	-4%	-2%	-10%	0%	2%	2%	-0.1%	-5	5%	·
- Cc1nc(N/C(N)=N/S(=O)(=O)c2ccccc2)nc2ccccc12
 : 2%	-1%	-1%	1%	-19%	-9%	3%	-0.1%	-6	-6%	·
- CN(/N=C/c1cccnc1)c1cnn(-c2ccc(F)c(Cl)c2)c(=O)c1Cl
 : -4%	6%	2%	-4%	7%	-2%	1%	0.4%	2	1%	-3%
- CCN(CC)C(=O)CCCOc1ccc(Cl)cc1Cl
 : -7%	-10%	4%	-1%	?	1%	-2%	-0.9%	-5	2%	2%
- N#CCN(N=Nc1ccccc1)c1ccccc1
 : -5%	-7%	5%	-13%	14%	-6%	-2%	-1.1%	5	3%	-12%
- Cc1ccc(S(=O)(=O)NC2CCCCC2)c2nsnc12
 : -4%	1%	1%	0%	-3%	-1%	3%	13%	26	2%	-6%
- CSCCC(NC=C1C(=O)OC(C)(C)OC1=O)C(=O)O (configuration not stated)
 : -3%	19%	2%	2%	-5%	9%	-7%	-0.1%	25	-2%	-1%
- COc1ccc(C(=O)CC(=O)C(=O)Nc2ccc(C)c(Cl)c2)cc1
 : 0%	-2%	-5%	0%	?	2%	5%	0.4%	8	?	8%
- COc1ccc(C(=O)CN2CCN(c3ccc(F)cc3)CC2)cc1
 : -3%	-4%	0%	-6%	-14%	?	3%	0.3%	1	-2%	0%
- CCCNS(=O)(=O)c1ccc(OCC(=O)N2CCOCC2)cc1
 : -13%	8%	-3%	8%	-3%	-3%	3%[46.1 µM]	-1.6%	-8	0%	0%
- CC1CCCN(c2nc3c(c(=O)[nH]c(=O)n3C)n2CCSc2nc3ccccc3o2)C1 (configuration not stated)
 : -2%	11%	-3%	1%	-6%	-12%	0%	-0.1%	32	0%	0%
- Cc1occc1C(=O)N1CCCC(CO)(Cc2ccc(F)cc2F)C1 (configuration not stated)
 : -1%	4%	-2%	-9%	-2%	0%	-4%	-0.2%	-5	1%	-2%
- COc1ccc(S(=O)(=O)NC(C)C(=O)NCc2ccncc2)cc1OC (configuration not stated)
 : -1%	-10%	0%	19%	-6%	-3%	0%	-0.9%	-15	0%	2%
- Cc1[nH]nc2c1C(c1ccc(O)cc1)C1=C(CC(C)(C)CC1=O)N2 (configuration not stated)
 : -4%	-3%	6%	4%	25%	8%	·	-0.2%	2	-5%	-2%
- O=C(CC1C(=O)NCCN1CC1CCCCC1)NCc1ccccc1Cl (configuration not stated)
 : -2%	4%	-1%	-1%	-3%	-4%	-2%	0.5%	4	4%	1%
- COc1ccccc1N(CC(=O)N(C)Cc1ccccc1)S(=O)(=O)c1cccs1
 : -1%	7%	2%	3%	-2%	5%	-9%	0.4%	-3	-9%	4%
- COc1ccc(CCNC(=O)CCCCCn2c(SCC(N)=O)nc3cc4c(cc3c2=O)OCO4)cc1OC
 : 0%	3%	2%	5%	-7%	-1%&3%	4%	-0.1%	-6	1%	1%
- COc1ccc(C2(c3ccc(OC)cc3)NC(=O)N(CC(=O)Nc3ccccc3)C2=O)cc1
 : -6%	-7%	0%	1%	?	-4%	-7%	0.0%	3	1%	-3%
- O=C(N/N=C(\CC(=O)c1cccs1)C(F)(F)F)c1cccnc1
 : -3%	8%	-1%	-4%	0%	?	10%	-0.3%	10	6%	8%
- Nn1c(Cc2cccc3ccccc23)nnc1SCC(=O)NC1CCS(=O)(=O)C1 (configuration not stated)
 : 1%	5%	1%	0%	-3%	0%	·	-0.9%	-2	2%	-5%
- Cc1ccc(S(=O)(=O)N2CCOCC2)c2nsnc12
 : -2%	4%	2%	3%	3%	-22%	10%	-0.4%	2	-1%	-1%
- Cc1cc(C)nc(NC(=O)c2ccc(Br)cc2)n1
 : -4%	16%	5%	2%	1%	2%	4%	0.3%	10	0%	17%
- CS(=O)(=O)c1ccc(C(=O)Nc2cc(S(C)(=O)=O)ccc2Cl)cc1
 : -1%	-1%	5%	7%	?	4%	5%[46.1 µM]	-0.8%	23	1%	3%
- CCOc1c2ccc(C(=O)NCc3ccco3)cc2nn1CCOC
 : -1%	20%	1%	-8%	-1%	-5%	-6%	-0.4%	2	-2%	0%
- Cc1ccccc1-c1noc(-c2ccccc2C(=O)NCc2ccco2)n1
 : -2%	?	0%	2%	?	?	-4%	-0.7%	18	0%	5%
- COc1ccc(C2Nc3ccccc3C(=O)N2C2CCCCC2)cc1 (configuration not stated)
 : -2%	-21%	0%	-14%	?	-5%	0%	0.1%	-13	3%	3%
- O=C(CSc1ccc(Cl)cc1)Nc1ccc(N2CCN(c3ccccc3)CC2)c(F)c1
 : -3%	11%	1%	3%	0%	?	4%	0.8%	-13	-1%	-1%
- O=c1n(-c2ccccc2)c(=O)n2n1CCCC2
 : 1%	-36%	1%	21%	-3%	8%	-5%	-0.4%	4	-6%	-6%
- Cc1ccc(N2C(=O)N3[C@H]4c5ccccc5OC[C@@H]4[C@@H](c4ccccc4)[C@@]3(C)C2=O)cc1
 : -3%	1%	2%	5%	-11%	24%	-5%	-0.3%	-6	2%	10%
- Cc1ccc(-n2nc3ccc(NC(=S)NC(=O)/C=C/c4ccco4)cc3n2)cc1
 : 1%	-2%	2%	-1%	?	-5%	-10%[46.1 µM]	0.1%	-3	0%	-2%
- CCCOc1c(Cl)cc(C(=O)NC)cc1OC
 : 0%	18%	3%	-1%	13%	0%	·	-0.3%	-3	1%	2%
- COc1ccc(S(=O)(=O)NCCC(=O)OCC(=O)c2ccc[nH]2)cc1[N+](=O)[O-]
 : -6%	22%	6%	5%	8%	-8%	·	-0.2%	-24	-4%	-2%
- COC(=O)c1ccccc1S(=O)(=O)N1CCC(C(=O)NCc2ccco2)CC1
 : -3%	-1%	3%	-5%	0%	2%	-1%	0.1%	3	-2%	1%
- Cc1ccc(N2C(=O)C3NN=C(C(=O)OCc4ccccc4)C3C2=O)c(C)c1 (configuration not stated)
 : 1%	2%	-10%	5%	6%	-1%	0%[46.1 µM]	-0.4%	-2	0%	-3%
- C=CCNC(=O)c1ccc(CNS(=O)(=O)c2ccc(NC(C)=O)cc2)cc1
 : -8%	3%	3%	·	3%	3%	2%	0.5%	12	-3%	-1%
- CC(=O)Oc1ccc(C2(C)CC(C)(C)NC(=S)N2C)c(OC(C)=O)c1 (configuration not stated)
 : -1%	-3%	9%	-16%	12%	8%	-6%	0.2%	19	4%	9%
- O=C(N/C=C/n1cnc2cc(C(F)(F)F)ccc21)c1ccccc1
 : 0%	-1%	1%	1%	4%	4%	-2%	0.4%	-1	-2%	-2%
- NC(=O)c1ccccc1NC(=O)CCc1ccccc1
 : -7%	-5%[15.4 µM]	0%	·	?	?	·	-0.5%	-1	3%	2%
- CN(CC(=O)Nc1ccc(F)c(F)c1F)C(=O)c1ccc(=O)[nH]c1
 : -2%	-8%	2%	4%	?	-11%	1%	0.4%	-12	-6%	2%
- COc1ccc(CCCC(=O)NCCc2ccccc2)cc1
 : 1%	0%	0%	0%	0%	5%	-6%	-0.2%	12	1%	-1%
- CS(=O)(=O)Nc1ccccc1C(=O)NCC1(N2CCCCC2)CCCCC1
 : -6%	-10%	-3%	5%	9%	0%	8%	0.3%	10	1%	-2%

# Assay outcomes from PubChem BioAssay.
